From PubChem
TrxR1 inh: qHTS Assay for Inhibitors of Mammalian Selenoprotein Thioredoxin Reductase 1 (TrxR1): qHTS | recombinant rTrxR1, NADPH fluorescence consumption, selenite substrate | Potency, µM (titrated, usually from 114 µM), for the others: top-dose activity change, negative = inhibition, actives largely listed as inhibitors | actives 1% (n = 390,000); further: potency means the concentration at half of the fitted maximal effect; on the % scale 0 is the no-effect control and ±100 the full control effect; nearly all actives have a fitted effect of over 65% in size
Target sequence (O89049 whole entry, looked up): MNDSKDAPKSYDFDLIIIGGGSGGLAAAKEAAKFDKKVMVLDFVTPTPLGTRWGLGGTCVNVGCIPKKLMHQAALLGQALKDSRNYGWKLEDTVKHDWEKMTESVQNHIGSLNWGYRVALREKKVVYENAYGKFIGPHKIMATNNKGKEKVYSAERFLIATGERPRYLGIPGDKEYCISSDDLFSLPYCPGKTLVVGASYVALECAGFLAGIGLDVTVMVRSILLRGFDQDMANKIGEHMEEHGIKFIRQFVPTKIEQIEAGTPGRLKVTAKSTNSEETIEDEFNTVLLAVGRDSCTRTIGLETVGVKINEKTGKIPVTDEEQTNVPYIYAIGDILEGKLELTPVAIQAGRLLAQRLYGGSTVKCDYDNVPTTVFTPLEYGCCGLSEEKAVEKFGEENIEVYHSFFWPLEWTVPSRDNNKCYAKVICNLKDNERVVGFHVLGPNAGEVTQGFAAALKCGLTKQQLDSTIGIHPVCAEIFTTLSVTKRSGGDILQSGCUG
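Rat TrxR1 (90 nM in the dispensed reagent) was pre-reduced with 400 uM NADPH for 5 min at room temperature, then incubated with compound for 15 min. After 400 uM selenite was added, NADPH fluorescence (Ex 340/Em 450 nm) was followed for 8 min.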
TrxR1 substrate: qHTS Assay for Substrates of Mammalian Selenoprotein Thioredoxin Reductase 1 (TrxR1): qHTS; actives 0.01% (n = 390,000); Potency, µM (series often up to 114 µM), without a hit: at the highest dose activity change, negative = substrate turnover; AID 588456, 2011; Thioredoxin reductase 1, cytoplasmic (Rattus norvegicus), O89049; purified TrxR1 substrate turnover, NADPH consumption readout; further: potency means the concentration at half of the fitted maximal effect; on the % scale 0 is the no-effect control and ±100 the full control effect; nearly all actives have a fitted effect of over 50% in size
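Rat TrxR1, dispensed at 90 nM, was prereduced with 400 uM NADPH (final) for 5 min at ~22 deg C, then incubated with compound 15 min before 400 uM selenite. A first-read NADPH fluorescence drop versus no-compound background flagged substrates.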
mIDH1 inhibitor: qHTS for Inhibitors of mutant isocitrate dehydrogenase 1 (IDH1): qHTS. Isocitrate dehydrogenase [NADP] cytoplasmic (Homo sapiens), O75874. IDH1-R132H enzyme, NADPH consumption, diaphorase/resazurin fluorescence. Potency, µM (doses to about 76.6 µM), for the others: top-dose activity change, negative = inhibition, most hits filed as inhibitors. actives 0.093% (n = 390,000); further: potency means the concentration at half of the fitted maximal effect; on the % scale 0 is the no-effect control and ±100 the full control effect; nearly all actives have a fitted effect of over 65% in size
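IDH1-R132H (0.5 ug/mL) preincubated 30 min with compound, then NADPH (0.016 mM) and alpha-KG (2 mM) added; 80 min at RT, pH 7.5. Remaining NADPH coupled via diaphorase/resazurin to fluorescence (540/590 nm); concentration-response curves normalized to no-enzyme control.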
GLS inh: qHTS for Inhibitors of Glutaminase (GLS). Glutaminase kidney isoform, mitochondrial (Homo sapiens), O94925. GLS enzymatic activity, qHTS titration. Potency, µM (top dose mostly 45.5 µM), inactives show top-dose activity change, negative = inhibition, hits mostly inhibitors. actives 0.21% (n = 410,000). AID 624170, 2012; further: potency means the concentration at half of the fitted maximal effect; on the % scale 0 is the no-effect control and ±100 the full control effect
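Enzyme dispensed in phosphate buffer (45 mM, pH 8.2, 0.02% Tween-20), compounds pinned in, then 1 mM L-glutamine solution and the glutamate oxidase–HRP–Amplex Red mix added; fluorescence read immediately and again after 30 min at room temperature.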
HP1b chromo inh: HTS for Inhibitors of HP1-beta Chromodomain Interactions with Methylated Histone Tails. Chromobox protein homolog 1 (Homo sapiens), P83916. AlphaScreen HP1-beta / biotin-H3K9me3 peptide binding. Potency, µM (highest dose often 114 µM), without a hit: top-dose activity change, negative = inhibition, actives largely listed as inhibitors. actives 0.56% (n = 390,000); further: potency means the concentration at half of the fitted maximal effect; nearly all actives have a fitted effect of over 70% in size; inactives centre near 23
Target sequence (P83916 whole entry, looked up): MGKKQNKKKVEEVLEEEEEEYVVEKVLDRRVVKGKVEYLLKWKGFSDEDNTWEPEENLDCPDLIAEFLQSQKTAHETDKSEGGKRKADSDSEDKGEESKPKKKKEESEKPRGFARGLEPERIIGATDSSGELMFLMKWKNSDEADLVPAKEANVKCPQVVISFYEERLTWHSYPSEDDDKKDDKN
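HP1-beta protein (50 nM final) preincubated 30 min at room temperature with biotinylated H3(1-18)K9me3 peptide (50 nM) in PBS pH 7.4, 0.01% Tween-20, then compound added for 30 min. AlphaScreen streptavidin donor/nickel chelate acceptor beads (10 ug/mL final), 30 min dark, luminescence read.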
Tb PGK inh: qHTS Assay to Find Inhibitors of Phosphoglycerate Kinase | AID 602233, 2012 | PGK/GAPDH coupled, Kinase-Glo luminescence, 60 min | Potency, µM (highest dose often 57.5 µM), without a hit: top-dose activity change, negative = inhibition, usual class: inhibitors | actives 0.043% (n = 380,000); further: potency means the concentration at half of the fitted maximal effect; on the % scale 0 is the no-effect control and ±100 the full control effect; nearly all actives have a fitted effect of over 60% in size
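Luminescent ATP detection (Kinase-Glo Plus) follows a 60-minute room-temperature incubation, with wells lacking PGK as controls. Buffer: 100 mM TEA (pH 7.6), 5 mM MgCl2, 0.01% Tween-20. Coupling enzyme GAPDH (100 nM final) supplies unstable 1,3-BPG in-well.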
USP1-UAF1 inh: Inhibitors of USP1/UAF1: Primary Screen | Potency, µM (top dose mostly 57.1 µM), without a hit: at the top dose activity change, negative = inhibition, actives largely listed as inhibitors | Ubiquitin carboxyl-terminal hydrolase 1 (Homo sapiens), O94782 | AID 743255, 2014 | recombinant USP1/UAF1, Ub-Rhodamine cleavage fluorescence | actives 0.23% (n = 390,000); further: potency means the concentration at half of the fitted maximal effect; on the % scale 0 is the no-effect control and ±100 the full control effect; nearly all actives have a fitted effect of over 60% in size; inactives centre near -12
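High-throughput fluorogenic screen: 1nM USP1/UAF1 complex, Ub-Rho substrate 150nM final, 50mM HEPES pH 7.8 with 0.5mM EDTA, 0.1 mg/ml BSA, 1mM TCEP and 0.01% Tween-20.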
Pin1 inh: qHTS Assay to Find Inhibitors of Pin1; Pin1 FP peptide displacement, HiFluor488, 10 min; Potency, µM (top dose mostly 115 µM), for the others: top-dose activity, negative = inhibition, hits mostly inhibitors; Peptidyl-prolyl cis-trans isomerase NIMA-interacting 1 (Homo sapiens), Q13526; actives 0.009% (n = 390,000); active means well fitted inhibition curve with a large enough effect in the polarisation, with a control signal flat, not every such curve was filed as active; inconclusive means small, poorly fitted or top-dose-only effect, or effect the other way, or a change in a side signal; inactive means no such curve, though single readings can be large or run the other way; the % refers to the polarisation; further: potency means the concentration at half of the fitted maximal effect; on the % scale 0 is the no-effect control and ±100 the full control effect
Target sequence (Q13526 whole entry, looked up): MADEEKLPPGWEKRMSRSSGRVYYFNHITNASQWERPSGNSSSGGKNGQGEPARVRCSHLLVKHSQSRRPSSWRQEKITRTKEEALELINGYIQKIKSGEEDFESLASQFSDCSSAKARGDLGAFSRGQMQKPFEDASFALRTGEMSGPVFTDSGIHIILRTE
PI4K2A block: qHTS for small molecular inhibitors of PI4K2A | actives 0.13% (n = 420,000) | Phosphatidylinositol 4-kinase type 2-alpha (Homo sapiens), Q9BTU6 | purified PI4K2A, ADP-Glo luminescence, 1 h; active compounds read low | AID 1346378, 2018 | activity change, negative = inhibition, % at 76.9 µM; in the data active means activity change below about -50%; inconclusive means mostly about -30% to -49%;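 further: -100% = wells without enzyme as full effect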
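Compounds are screened against recombinant PI4K2A using PI as substrate and ATP, the latter dispensed at 300 microM. Reactions run one hour at ambient temperature before ADP-Glo detection; full inhibition defined by wells lacking enzyme.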
* hit, by the source's call; i = inactive; ? = inconclusive; · = no result given; [ ] = another dose, or the depositor's remark. Unless noted, the call rests on the fitted dose curve; in most records, active means well fitted curve in the direction sought with a large enough effect; inconclusive means small, poorly fitted or top-dose-only effect, or another doubt; inactive means no such curve, though single readings can be large; an effect the other way counts as inactive or inconclusive. Not all compounds are listed; the hit share may differ from the screen's.

Each structure is followed by: TrxR1 inh	TrxR1 substrate	mIDH1 inhibitor	GLS inh	HP1b chromo inh	Tb PGK inh	USP1-UAF1 inh	Pin1 inh	PI4K2A block
1	CC(C)N1CCC(=NNc2ccc([N+](=O)[O-])cc2S(=O)(=O)N2CCOCC2)CC1
→ -38%	5%[57.1 µM]	8%	-17%	-7%	-6%	-18%	5%	1
2	COC(=O)CCCc1nc2ccccc2s1
→ 9%[57.1 µM]	-8%	1%	-15%	-6%	-7%	-2%	1%	-1
3	CCOc1ccc(OCC)c(NC(=O)CN2CCC(NC(=O)c3cccc(F)c3)CC2)c1
→ -4%[57.1 µM]	-3%[57.1 µM]	-2%	-6%	20%	-4%	-12%	3%	-5
4	Cc1cc2c(cc(C(=O)NCCCN3CCOCC3)n2Cc2ccc(Cl)cc2)o1
→ ?	-5%	2%	18%	6%	-2%	-11%	7%	-1
5	CC(NC(=O)c1ccc(F)cc1)C(=O)NC1=NCCS1 (configuration not stated)
→ -1%[57.1 µM]	-2%[57.1 µM]	16%	-6%	14%	i	-22%	-10%	-2
6	Cc1cc(C)c(C)c(S(=O)(=O)N2CCC(C(=O)Nc3ccccc3N3CCOCC3)CC2)c1C
→ 9%	2%	6%	-2%	41%[activator]	i	-11%	3%	-3
7	Cc1ccccc1N1CCN(C2CCCN(C(=O)c3cnsn3)C2)CC1 (configuration not stated)
→ -12%	4%	7%	17%	31%	-9%	-27%	-2%	-4
8	CCOCCCNC(=O)c1cc2c(=O)n(C)c3ccccc3c2n1C
→ 28%	22%	22%	1%	17%	3%	-18%	-5%	20
9	COc1ccc(Br)c2c1-c1nc(NC(=O)c3ccc(F)cc3)sc1C2
→ -20%	-7%	·	2%	34%	·	-7%	4%	-7
10	CCN(CC)C(=O)C1=C(C)N(CCC2=CCCCC2)C(=O)C(CC(=O)NCC2CCCCC2)C1 (configuration not stated)
→ ·	·	4%	-4%	·	-2%	-11%	·	0

Brought forward from above: 6 entries, then new ones.
Each structure is followed by: TrxR1 inh	TrxR1 substrate	mIDH1 inhibitor	GLS inh	HP1b chromo inh	Tb PGK inh	USP1-UAF1 inh	Pin1 inh	PI4K2A block
5	CC(NC(=O)c1ccc(F)cc1)C(=O)NC1=NCCS1 (configuration not stated)
→ -1%[57.1 µM]	-2%[57.1 µM]	16%	-6%	14%	i	-22%	-10%	-2
6	Cc1cc(C)c(C)c(S(=O)(=O)N2CCC(C(=O)Nc3ccccc3N3CCOCC3)CC2)c1C
→ 9%	2%	6%	-2%	41%[activator]	i	-11%	3%	-3
7	Cc1ccccc1N1CCN(C2CCCN(C(=O)c3cnsn3)C2)CC1 (configuration not stated)
→ -12%	4%	7%	17%	31%	-9%	-27%	-2%	-4
8	CCOCCCNC(=O)c1cc2c(=O)n(C)c3ccccc3c2n1C
→ 28%	22%	22%	1%	17%	3%	-18%	-5%	20
9	COc1ccc(Br)c2c1-c1nc(NC(=O)c3ccc(F)cc3)sc1C2
→ -20%	-7%	·	2%	34%	·	-7%	4%	-7
10	CCN(CC)C(=O)C1=C(C)N(CCC2=CCCCC2)C(=O)C(CC(=O)NCC2CCCCC2)C1 (configuration not stated)
→ ·	·	4%	-4%	·	-2%	-11%	·	0
11	COc1cccc(NC(=O)CCC(=O)Nc2cc(OC)c(NC(=O)c3cccs3)cc2OC)c1
→ 14%	3%	1%	4%	-3%	3%	-12%	3%	4
12	Cc1cc(C(=O)NNC(=S)NC(=O)/C=C/c2ccccc2Cl)n[nH]1
→ -22%[57.1 µM]	0%[57.1 µM]	3%	6%	-17%	i	-8%	-15%	5
13	CN(C)C(CNc1ccc(S(C)(=O)=O)cc1[N+](=O)[O-])Cc1ccccc1 (configuration not stated)
→ -2%[57.1 µM]	4%[57.1 µM]	-2%	2%	-8%	10%	-11%	3%	-7
14	CC(C)(CSc1nncn1N)NS(=O)(=O)c1ccc(Cl)cc1
→ -13%	-9%	-3%	-8%	-6%	i	-14%	-7%	-7
15	O=C(NC1CCCC1)c1cnn(-c2ccc(F)cc2F)c1C1CCNCC1
→ 1%	1%	7%	-15%	8%	-3%	-13%	-13%	-3
16	CC(=O)Nc1ccc(NC(=O)C2C3C=CC(C3)C2C(=O)O)cc1 (configuration not stated)
→ 6%[57.1 µM]	7%[57.1 µM]	3%	57%[activator]	7%	-26%	-5%	-2%	5
17	CC(C)(Oc1ccc(Cl)cc1)C(=O)N1CCC(C(N)=O)CC1
→ 19%	9%	4%	-10%	19%	0%	-23%	-7%	0
18	CCOC(=O)c1cc2c(=O)n3ccccc3nc2n(CC(C)C)c1=NC(=O)C(C)Oc1ccccc1 (configuration not stated)
→ 5%	31%[activator]	?	-2%	26%	-4%	-10%	0%	-1
19	O=C(OCc1cccc(C(F)(F)F)c1)c1ccc[nH]c1=O
→ 8%	6%	5%	-6%	-7%	-8%	-25%	-6%	1
20	COc1ccccc1-c1noc(CCCC(=O)Nc2cc(C)ccc2C)n1
→ 14%	7%	0%	-4%	47%[activator]	i	-22%	?	0

Entries by screen from the entries so far.
Compounds 11 to 20 in USP1-UAF1 inh: -12%, -8%, -11%, -14%, -13%, -5%, -23%, -10%, -25%, -22%
